EPAC2 antagonist = qHTS for Antagonist of cAMP-regulated guanine nucleotide exchange factor 2 (EPAC2): primary screen. Rap guanine nucleotide exchange factor 4 (Homo sapiens), Q8WZA2. EPAC2 GEF exchange of Rap1B-BODIPY-GDP, fluorescence. Potency, µM (highest dose often 114 µM), without a hit: top-dose activity, negative = inhibition, most hits filed as inhibitors. 0.18% of 360,000 active; also: % is scaled to controls: 0 for no effect and ±100 for the full control effect; nearly all actives have a fitted effect of over 45% in size; many of its hits are not listed in these tables
EPAC1 antag = qHTS for Antagonist of cAMP-regulated guanine nucleotide exchange factor 3 (EPAC1): primary screen; EPAC1 GEF assay, Rap1b-BODIPY-GDP exchange fluorescence; Potency, µM (highest dose often 115 µM), for the others: at the highest dose activity change, negative = inhibition, usual class: inhibitors; 0.14% of 360,000 active;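 also: plate controls were vehicle for no effect and positive control for full effect; nearly all actives have a fitted effect of over 50% in size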
Target sequence (O95398 whole entry, looked up): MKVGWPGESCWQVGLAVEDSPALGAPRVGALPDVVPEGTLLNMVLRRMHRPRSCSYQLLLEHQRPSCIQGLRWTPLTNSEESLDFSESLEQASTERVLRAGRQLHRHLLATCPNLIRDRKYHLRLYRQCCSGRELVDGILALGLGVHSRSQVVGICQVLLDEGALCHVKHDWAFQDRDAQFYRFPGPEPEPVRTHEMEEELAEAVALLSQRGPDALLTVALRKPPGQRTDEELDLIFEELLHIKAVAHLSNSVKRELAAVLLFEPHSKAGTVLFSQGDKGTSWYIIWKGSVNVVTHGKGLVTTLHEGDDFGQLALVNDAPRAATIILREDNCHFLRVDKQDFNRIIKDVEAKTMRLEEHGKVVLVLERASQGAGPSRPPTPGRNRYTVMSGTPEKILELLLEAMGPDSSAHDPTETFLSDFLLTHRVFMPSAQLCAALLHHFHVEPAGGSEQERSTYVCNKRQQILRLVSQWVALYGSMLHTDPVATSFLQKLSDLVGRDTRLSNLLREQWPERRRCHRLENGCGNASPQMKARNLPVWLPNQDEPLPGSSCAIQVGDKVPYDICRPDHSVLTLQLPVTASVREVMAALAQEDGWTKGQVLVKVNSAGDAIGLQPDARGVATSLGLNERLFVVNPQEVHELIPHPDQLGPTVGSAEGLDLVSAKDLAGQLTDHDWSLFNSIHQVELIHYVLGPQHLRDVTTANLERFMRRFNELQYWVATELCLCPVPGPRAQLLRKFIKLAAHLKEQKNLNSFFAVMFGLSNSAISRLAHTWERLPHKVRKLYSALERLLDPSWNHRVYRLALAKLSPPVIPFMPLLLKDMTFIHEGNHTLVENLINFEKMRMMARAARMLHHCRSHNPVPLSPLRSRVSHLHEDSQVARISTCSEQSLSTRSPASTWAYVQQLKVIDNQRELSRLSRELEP
TDP43 rescue = qHTS of TDP-43 Inhibitors; TDP-43 expressing yeast growth rescue, BacTiter-Glo, 24 h; Potency, µM (series often up to 46.1 µM), for the others: top-dose growth rescue (activation), hits mostly activators; 1.8% of 410,000 active; AID 652104, 2013; also: % of control where 0% means no effect; nearly all actives have a fitted effect of over 50% in size
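Yeast expressing TDP-43 (pregrown in raffinose, seeded at OD600=0.02 in galactose medium) exposed to compounds 24 hr at 30 deg C. Growth read by BacTiter-Glo luminescence; rescue of toxicity appears as increased signal.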
FUS yeast rescue = qHTS for Suppressors of FUS Proteinopathy: Primary screen using FUS-linked yeast assay. S. cerevisiae FUS-expressing, growth rescue, OD600, 24 h. Potency, µM (highest dose often 76.6 µM), inactives show at the top dose growth rescue (activation), usual class: activators. 0.24% of 390,000 active. AID 1347120, 2019;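 also: plate controls were DMSO vehicle for no effect and reference control for full effect; nearly all actives have a fitted effect of over 55% in size; some results filed as inactive show a strong effect at the top dose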
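Compound concentration series was pinned onto galactose-induced FUS-expressing yeast seeded at OD 0.005. Plates sat 24hr at 30C; absorbance at 600 nm gave growth. DMSO served as background control.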
aSyn rescue = qHTS of alpha-syn Inhibitors | Yeast expressing alpha-synuclein, growth rescue, BacTiter-Glo, 24 h | Potency, µM (titrated, usually from 46.1 µM), inactives show at the top dose growth rescue (activation), hits mostly activators | 0.14% of 370,000 active | AID 652106, 2013; also: % of control where 0% means no effect; nearly all actives have a fitted effect of over 65% in size
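Readout is rescue of growth in alpha-synuclein-expressing yeast, so inhibitors of toxicity appear as activators. Growth after 24 hr at 30 deg C in galactose medium is quantified by luminescence.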
EPAC2 agonist = qHTS for Agonist of cAMP-regulated guanine nucleotide exchange factor 4 (EPAC2): primary screen | 0.079% of 360,000 active | EPAC2 activation, biochemical qHTS; response scale: 100% = 6.5 mM cAMP response | Potency, µM (doses to about 154 µM), for the others: at the top dose activation, most hits filed as activators | AID 720711, 2013; also: nearly all actives have a fitted effect of over 50% in size
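qHTS, titration series. 100 nM EPAC2 / 250 nM Rap1B-BODIPY-GDP / 50 uM GDP; RT; ex 480/em 540 nm, 5-min reads to 30 min. Norm. to 6.5 mM cAMP = activation.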
PTHR1 ag = qHTS for PTHR1 Agonists: Primary Screen. Parathyroid hormone/parathyroid hormone-related peptide receptor (Homo sapiens), Q03431. HEK293 GP2 PTHR1 cells, GloSensor cAMP luminescence, 1 h. Potency, µM (highest dose often 115 µM), inactives show at the highest dose activation, hits mostly activators. 0.075% of 410,000 active. AID 743266, 2014; also: nearly all actives have a fitted effect of over 55% in size; some results filed as inactive show a strong effect at the top dose; inactives centre near -15; many of its hits are not listed in these tables
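HEK-293-derived GP2 cells expressing PTHR1 and a GloSensor cAMP reporter, 3,000/well, plated overnight, given luciferin plus IBMX (each 0.5 mM as added) for 1 h at 37 °C, then compound for 1 h at 37 °C. Luminescence was read after 15 min at room temperature.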
EPAC1 ag = qHTS for Agonist of cAMP-regulated guanine nucleotide exchange factor 3 (EPAC1): primary screen | EPAC1 agonist qHTS, biochemical assay; response scale: 100% = response to 6.5 mM cAMP | 0.073% of 360,000 active | AID 720707, 2013 | Potency, µM (top dose mostly 154 µM), for the others: at the top dose activation, usual class: activators; also: nearly all actives have a fitted effect of over 60% in size
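Read-out is the fluorescence drop as BODIPY-GDP leaves Rap1B (480 nm excitation, 540 nm emission), recorded every 5 minutes over 30 minutes. Reactions held 100 nM EPAC1, 250 nM Rap1B–BODIPY-GDP and 50 uM GDP, with 6.5 mM cAMP setting full activation.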
* marks the source's active call; other numbers are inactive results; i = inactive; ? = inconclusive; / = no result given; [ ] = another dose, or the depositor's remark. Calls follow the shape of the dose curve; as a rule, active = well fitted curve in the direction sought with a large enough effect; inconclusive = small, poorly fitted or top-dose-only effect, or another doubt; inactive = no such curve, though single readings can be large; an effect the other way counts as inactive or inconclusive. Potency is read from the fitted curve at half-maximal effect. An excerpt (hit frequency here may not be typical).

SMILES	EPAC2 antagonist	EPAC1 antag	TDP43 rescue	FUS yeast rescue	aSyn rescue	EPAC2 agonist	PTHR1 ag	EPAC1 ag
COc1cccc(-c2cc3c(=O)n(-c4ccccc4)c(=S)[nH]c3s2)c1	-2.9%	-4.4%	-2.0%	20.2%	-0.3%	-5.5%	i	-5.6%
COc1ccc(/C=C2\SC(=O)N(CCC(=O)Nc3ccc(S(=O)(=O)Nc4nccs4)cc3)C2=O)cc1	14.9%	-23.7%	8.7%	1.1%	1.2%	-4.2%	-6.3%	0.1%
CCCCc1ccc(/C(C)=N/NC(=O)C2CCCC2)cc1	-6.3%	-2.4%	3.6%	0.9%	-1.0%	-10.1%	-12.0%	-10.9%
COC(=O)c1cc(C#N)c(OC(C)C)nc1C	?	-5.6%	-9.4%[0.397 µM]	-13.8%	-1.8%	-2.7%	-4.5%	-3.0%
CC(C)[C@H](NC(=O)c1c(F)cccc1F)C(=O)Nc1cccc(Br)c1	-3.9%	-9.0%	2.5%	-3.2%	0.6%	-4.2%	i	-0.5%
COc1ccc(Cl)cc1N1C(=O)C2CCCN2C1c1sccc1C (configuration not stated)	0.7%	1.1%	-5.5%	-6.9%	0.0%	6.9%	-6.4%[57.5 µM]	6.7%
Fc1ccc(/C=N/n2cnn(Cc3ccccc3Cl)c2=S)cc1	7.8%	3.5%	-5.2%[9.22 µM]	-6.3%	-0.5%	9.8%	-26.7%	-2.1%
O=C(NCc1ccccc1Cl)c1nnc(CS(=O)(=O)c2ccccc2)o1	7.2%	-2.6%	19.9%	?	-1.1%	15.3%	i	-4.0%
CCC1CCc2sc(C(=O)NCC(c3ccc(OC)cc3)N3CCOCC3)cc2C1 (configuration not stated)	-4.6%	-19.0%	-1.8%	14.9%	4.6%	-2.0%	-8.6%	-5.2%
Cc1cc(NC(=O)C(C)SCC(=O)Nc2ccccc2C(C)(C)C)no1 (configuration not stated)	4.8%	-7.7%	21.2%	12.9%	2.3%	2.0%	-13.0%	-7.7%
COc1cc(/C=C/[N+](=O)[O-])ccc1OCc1cccc(C(=O)O)c1	22.4µM*	?	-17.2%[9.22 µM]	36.3%	0.5%	17.8%	-26.5%	8.3%
CCOc1ccc(C(C)NC(=O)Nc2ccc(F)cc2F)cc1 (configuration not stated)	-4.7%	-0.9%	7.8%	0.2%	-0.4%	2.6%	i	-4.5%
O=C(NCc1cccnc1)c1cccc(NS(=O)(=O)c2ccc(Br)cc2)c1	7.1%	-7.7%	-16.2%	8.0%	-6.0%	5.3%	i	2.9%
Cc1cc(C(F)(F)F)nn1Cc1ccc(C(=O)NCc2ccco2)o1	-3.2%	8.6%	-8.4%	25.4%	1.5%	-2.2%	-6.2%[57.5 µM]	-2.5%
CCCn1c(N)c(C(=O)CSc2nc3ccccc3c(=O)n2Cc2ccccc2)c(=O)[nH]c1=O	-4.4%	5.2%	23.4%	-4.5%	3.3%	13.6%	-21.9%	-5.2%
O=C(c1ccc(Br)cc1)N1CCN(S(=O)(=O)c2ccccc2)CC1	4.6%	3.0%	13.7%	3.4%	1.2%	6.4%	-31.9%[inhibitor]	0.3%
COc1ccc(S(=O)(=O)N2CCCCCC2)cc1C(=O)NCCOc1ccc(C)cc1	-21.0%	?	13.6%	/	-4.6%	14.8%	-41.6%[inhibitor]	0.6%
N#CCC(=O)Nc1ccc(C(=O)N2CCN(c3ccccn3)CC2)cc1	-1.6%	-8.5%	-1.2%	9.0%	2.4%	-2.6%	-8.3%	-9.5%
Cc1ccc(Nc2ncnc3c2cnn3-c2ccccc2)c(C)c1	/	/	35.5µM*	-16.7%	3.2%	/	i	/
CC1(C)CC(CC(=O)Nc2ccccc2[N+](=O)[O-])C(=O)O1 (configuration not stated)	9.9%	-7.2%	-4.5%	/	0.9%	-4.9%	i	-0.9%
O=C(CCc1ccc(S(=O)(=O)NC2CCCCC2)cc1)NCc1ccccn1	6.3%	6.4%	-18.4%	7.0%	1.2%	-5.9%	i	5.3%
CCc1ccccc1NC(=O)CN1CCN(C(=O)c2cc(C3CC3)nn2-c2ccccc2)CC1	3.0%	17.8%	6.0%	23.5%	6.6%	-4.3%	i	-12.0%
CN(C)c1ccc(C(=O)NC2(N3CCC3=O)CCCC2)cc1	7.9%	10.1%	-2.0%	-12.4%	8.2%	-6.8%	-6.2%	-7.4%
O=C(NCc1cccnc1)c1ccccn1	5.0%	-10.9%	18.6%	-2.5%	2.2%	10.2%	-41.7%[inhibitor]	5.7%
COc1ccc(NC(=O)Cn2nnc(C(=O)NCc3cccs3)c2N)cc1OC	4.2%	-2.5%	-1.1%	4.5%	0.9%	-4.4%	i	7.0%

Whole records as entered above. Values in the order: EPAC2 antagonist	EPAC1 antag	TDP43 rescue	FUS yeast rescue	aSyn rescue	EPAC2 agonist	PTHR1 ag	EPAC1 ag
COc1cc(/C=C/[N+](=O)[O-])ccc1OCc1cccc(C(=O)O)c1 across the screens: 22.4µM*	?	-17.2%[9.22 µM]	36.3%	0.5%	17.8%	-26.5%	8.3%
Cc1ccc(Nc2ncnc3c2cnn3-c2ccccc2)c(C)c1 across the screens: /	/	35.5µM*	-16.7%	3.2%	/	i	/

The list continues:
SMILES	EPAC2 antagonist	EPAC1 antag	TDP43 rescue	FUS yeast rescue	aSyn rescue	EPAC2 agonist	PTHR1 ag	EPAC1 ag
C=C(C)Cn1c(CCNC(=O)CC)nc2ccccc21	-1.9%	-2.3%	9.2%	-26.3%	-1.7%	-12.7%	-5.2%	6.1%
OCc1ccnc(Cl)c1	-0.5%	3.4%	3.8%	/	1.3%	4.9%	1.6%	7.3%
Cc1cccc(OCC(=O)NCCNC(=O)c2ccccn2)c1	-6.0%	-1.1%	2.4%	3.5%	5.1%	6.6%	i	8.0%
Cc1ccc2c(c1)C1C[N+](C)(CC(=O)Nc3ccccc3Cl)CCC1N2C(=O)c1ccccc1Cl (configuration not stated)	-0.2%	-3.7%	17.5%	39.1%	5.5%	-2.2%	i	10.7%
O=C1c2ccccc2-c2n[nH]c(=O)c3ccc(N4CCCCC4)c1c23	-21.8%	?	-24.1%	26.0%	-6.8%	-1.5%	-0.5%	-0.2%
O=C1c2ccccc2NC(c2ccccc2O)N1NS(=O)(=O)c1ccccc1 (configuration not stated)	1.7%	-20.6%	-9.9%	24.8%	-0.5%	8.9%	-0.2%	1.6%
Clc1ccc2nc(-c3ccccc3)c(CC3CCCCC3)n2c1	-13.7%	10.1%	22.6%	0.0%	12.5%	8.1%	i	2.4%
O=C(CCN1C(=O)/C(=C/c2ccc(F)cc2)SC1=S)NC1CCS(=O)(=O)C1 (configuration not stated)	0.1%	-20.8%	-5.4%	13.3%	3.2%	-2.8%	-28.0%	-12.6%
CC1CCC2(CC1)NC(=O)N(CC(=O)N1CCN(C(=O)c3ccco3)CC1)C2=O (configuration not stated)	1.1%	5.8%	?	-9.0%	4.1%	8.9%	-8.5%	13.6%
O=C(COC(=O)/C=C/c1cccc(Cl)c1)NCc1cccs1	-1.1%	-13.9%	20µM*	-7.3%	1.3%	4.6%	-7.2%	15.6%
CSCCC(NS(=O)(=O)c1ccc(C)cc1C)C(=O)Nc1cccnc1 (configuration not stated)	22.7%	11.8%	-17.4%	2.0%	-10.2%	-5.4%	i	-0.5%
c1ccc(-c2nnc(-c3c[nH]c4ccccc34)nc2-c2ccccc2)cc1	-1.7%	0.6%	2.8%	12.1%	-2.8%	19.2%	-31.9%[inhibitor][57.5 µM]	26.0%
C/C(=N\NC(=O)c1nnn(-c2nonc2N)c1CN1CCOCC1)c1ccc(CC(C)C)cc1	-10.2%	-0.5%	7.1%	3.0%	4.3%	3.6%	i	19.0%
Cc1ccccc1C(OCC(O)CN1CCCCC1CCO)c1ccccc1 (configuration not stated)	-7.3%	-16.4%	-12.2%	68.5%	-2.9%	-3.0%	?	3.3%
COC(=O)CN(c1nc(C)cc(OC)n1)S(=O)(=O)c1ccccc1	6.0%	-6.4%	-29.0%	/	?	9.7%	i	-8.0%
O=C(CN1C(=O)CSCC1=O)NCc1ccc(F)cc1	-4.7%	-23.1%	20.4%	-3.5%	-0.2%	3.5%	-8.0%	13.1%
Cc1cccc2cc(C#N)c(NCCNC(=S)NCCCN3CCOCC3)nc12	-0.9%	-12.5%	-15.6%	-5.5%	0.4%	17.8%	i	12.5%
Cc1cccc(-c2noc(CCCC(=O)Nc3cccnc3)n2)c1	4.3%	-10.5%	0.0%	/	0.1%	-1.9%	-24.0%	2.1%
CC(=O)c1cccc(NC(=O)N2CCC(NC(=O)C34CC5CC(CC(C5)C3)C4)CC2)c1	1.7%	-4.4%	15.7%	9.0%	-0.3%	-2.0%	-19.7%	-4.9%
C=CCc1cccc(C=Nc2cccn3cc(-c4ccccc4)nc23)c1O	-16.4%	-7.8%	-3.8%	0.8%	-7.5%	0.9%	-11.4%	5.9%
O=C(Cc1ccccc1)NC1c2ccccc2-c2ccccc21	-11.9%	11.9%	-7.8%	-3.6%	-3.0%	7.8%	i	-2.9%
CC(=O)NC(CCS(C)(=O)=O)C(=O)Nc1ccc(Cl)c(Cl)c1 (configuration not stated)	8.6%	11.0%	-3.3%	-28.6%	2.0%	-0.2%	i	3.6%
CC(=O)N(CN1C(=O)c2ccc([N+](=O)[O-])cc2C1=O)c1ccc(F)cc1	3.0%	4.8%	-2.0%	3.5%	-0.6%	1.0%	-13.1%[57.5 µM]	-3.6%
N#Cc1ccc(-c2ccc(OCC(O)CN3CCCCC3)cc2)cc1 (configuration not stated)	2.4%	-1.4%	-25.8%	30.9%	-2.9%	7.7%	i	3.0%

2 records drawn at random from the list so far:
SMILES	EPAC2 antagonist	EPAC1 antag	TDP43 rescue	FUS yeast rescue	aSyn rescue	EPAC2 agonist	PTHR1 ag	EPAC1 ag
C/C(=N\NC(=O)c1nnn(-c2nonc2N)c1CN1CCOCC1)c1ccc(CC(C)C)cc1	-10.2%	-0.5%	7.1%	3.0%	4.3%	3.6%	i	19.0%
Clc1ccc2nc(-c3ccccc3)c(CC3CCCCC3)n2c1	-13.7%	10.1%	22.6%	0.0%	12.5%	8.1%	i	2.4%

Printed as active in EPAC2 antagonist, among the entries above:
Molecule	EPAC2 antagonist	EPAC1 antag	EPAC2 agonist	PTHR1 ag	EPAC1 ag
COc1cc(/C=C/[N+](=O)[O-])ccc1OCc1cccc(C(=O)O)c1	22.4µM*	?	17.8%	-26.5%	8.3%

Assay outcomes as filed in PubChem.
